IMPase inh: qHTS Assay for Identifying the Cell-Membrane Permeable IMPase Inhibitors; Inositol monophosphatase 1 (Rattus norvegicus), P97697; CHO-M1 cells, IP1 accumulation, HTRF TR-FRET ratio; inhibition (IP1 accumulation), % at 46.1 µM; 120,000 tested, under 10 active; AID 901, 2007; active means well fitted curve in the direction sought with a large enough effect in the signal ratio, not every such curve was filed as active; inconclusive means small, poorly fitted or top-dose-only effect, or a change in a side signal; inactive means no such curve, though single readings can be large or run the other way; the % refers to the signal ratio;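 further: cells stimulated with carbachol in lithium chloride buffer; plate controls were DMSO basal wells for no effect and reference inhibitor wells for full effect; higher means more IMPase inhibition seen as more IP1 and lower FRET ratio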
Target sequence (P97697 whole entry, looked up): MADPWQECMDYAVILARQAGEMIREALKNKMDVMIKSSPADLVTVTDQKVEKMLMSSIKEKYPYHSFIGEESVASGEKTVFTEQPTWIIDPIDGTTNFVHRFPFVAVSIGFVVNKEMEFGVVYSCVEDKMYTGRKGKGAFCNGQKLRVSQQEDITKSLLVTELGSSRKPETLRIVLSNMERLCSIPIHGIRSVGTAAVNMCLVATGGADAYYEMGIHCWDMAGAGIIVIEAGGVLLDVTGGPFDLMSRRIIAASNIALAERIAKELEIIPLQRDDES
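The IP-One HTRF competitive assay in carbachol-stimulated CHO-M1 cells quantifies cellular IP1. Compounds spanned up to 46 uM final, and activity is expressed as AC50 from concentration-response fits of the ratio and donor data.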
ALOX15B inhib: qHTS Assay for Inhibitors of 15-hLO-2 (15-human lipoxygenase 2). purified 15hLO-2, xylenol orange hydroperoxide absorbance. actives 0.56% (n = 110,000). Polyunsaturated fatty acid lipoxygenase ALOX15B (Homo sapiens), O15296. Potency, µM (top dose mostly 57.1 µM), inactives show top-dose activity change, negative = inhibition, most hits filed as inhibitors; further: potency means the concentration at half of the fitted maximal effect; nearly all actives have a fitted effect of over 60% in size; many of its hits are not listed in these tables
Target sequence (O15296 whole entry, looked up): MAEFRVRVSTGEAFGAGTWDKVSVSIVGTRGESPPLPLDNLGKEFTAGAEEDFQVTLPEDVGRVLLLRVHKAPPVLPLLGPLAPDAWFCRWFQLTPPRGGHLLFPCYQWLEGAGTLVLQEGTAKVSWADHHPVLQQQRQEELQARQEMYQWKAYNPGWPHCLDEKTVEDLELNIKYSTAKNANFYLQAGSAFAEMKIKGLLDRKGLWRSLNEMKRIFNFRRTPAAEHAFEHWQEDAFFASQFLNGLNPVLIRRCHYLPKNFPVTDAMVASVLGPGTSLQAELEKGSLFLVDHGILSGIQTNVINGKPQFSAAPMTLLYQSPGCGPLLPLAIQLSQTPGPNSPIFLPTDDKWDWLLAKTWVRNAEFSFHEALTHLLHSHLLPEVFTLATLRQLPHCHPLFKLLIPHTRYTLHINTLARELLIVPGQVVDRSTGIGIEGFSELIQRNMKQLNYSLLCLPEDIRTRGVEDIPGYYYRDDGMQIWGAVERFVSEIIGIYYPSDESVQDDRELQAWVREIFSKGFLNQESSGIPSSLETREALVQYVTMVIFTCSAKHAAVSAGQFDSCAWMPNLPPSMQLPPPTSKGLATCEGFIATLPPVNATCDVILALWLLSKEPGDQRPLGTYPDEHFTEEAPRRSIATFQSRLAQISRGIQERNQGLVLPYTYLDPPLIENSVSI
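Purified human 15hLO-2 (50 nM) preincubated 15 min with compound, then 45 uM arachidonic acid for 90 min at RT in 25 mM Hepes pH 7.5, 0.01% Triton X-100. Hydroperoxide detected by Fe-xylenol orange; 573/405 nm absorbance ratio.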
ALOX12 inhib: qHTS Assay for Inhibitors of 12-hLO (12-human lipoxygenase); Potency, µM (top dose mostly 57.1 µM), for the others: at the highest dose activity change, negative = inhibition, usual class: inhibitors; actives 0.12% (n = 150,000); purified 12-hLO, xylenol orange hydroperoxide absorbance; further: potency means the concentration at half of the fitted maximal effect; nearly all actives have a fitted effect of over 55% in size; many of its hits are not listed in these tables
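Hydroperoxide formation by human 12-lipoxygenase from 40 uM arachidonic acid was followed colorimetrically via ferric-xylenol orange complex, using the 573/405 nm absorbance ratio. Enzyme concentration was 150 nM, with 30 min reaction at room temperature.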
PNC inhibitor: High Content Assay for Compounds that inhibit the Assembly of the Perinucleolar Compartment; PC3M PTB-GFP, PNC prevalence imaging, 16 h; active compounds read low; activity change (PNC), negative = inhibition, % at 10 µM; actives 3.1% (n = 140,000); AID 2417, 2010;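 active means readout at or below -70, meaning at least 70% loss of cells showing the perinucleolar compartment, a nuclear body marking cancer cells; inconclusive means readout between -30 and a set limit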;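 further: plate controls were DMSO wells for no effect and camptothecin positive control wells for full effect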
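Compounds are pinned in duplicate onto adhered PC3M cells stably expressing GFP-tagged PTB and incubated 16 h at 37 C. Cells are then fixed, nuclei stained with Hoechst, and PNC-positive cells counted.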
The depositor's hits bear a star; u = inconclusive; x = no result given; & = joins results of further samples; [ ] = another dose, or the depositor's remark. Unless noted, the call rests on the fitted dose curve; in most records, active means well fitted curve in the direction sought with a large enough effect; inconclusive means small, poorly fitted or top-dose-only effect, or another doubt; inactive means no such curve, though single readings can be large; an effect the other way counts as inactive or inconclusive. Unless noted, on the % scale 0 is the no-effect control and ±100 the full control effect.

No.	smiles	ALOX15B inhib	IMPase inh	PNC inhibitor	ALOX12 inhib
1	COP(=O)(OC)C(O)C(Cl)(Cl)Cl (stereo not given)	x	x	-0.8	-0.7%
2	CN1CC(CO)=C[C@H]2c3cccc4[nH]cc(c34)C[C@H]21	5.4%	x	x	-4.6%
3	Cc1nnc2ccc(-c3cccc(C(F)(F)F)c3)nn12	10.6%	-7.8	x	-1.5%
4	CC[C@]1(O)CC(O[C@@H]2CC(N(C)C)C(O)C(C)O2)c2c(cc3c(c2O)C(=O)c2c(O)ccc(O)c2C3=O)C1C(=O)OC (stereo not given in full)	8.8%	x	x	-7.6%
5	Cc1ccc(S(=O)ON2CCC(C(=O)O)(c3ccccc3)CC2)cc1 (stereo not given)	-3.6%[11.4 µM]	x	x	6.8%[11.4 µM]
6	c1ccc(C[C@@H](c2ccccc2)N2CCCCC2)cc1	40.0%[activator]	6.4	x	-1.0%
7	CN1CCCC2(CCN(C(=O)c3ccco3)CC2)C1	-2.0%	x	x	-4.7%
8	CN1C2CCC1CC(OC(=O)c1cc(Cl)cc(Cl)c1)C2 (stereo not given)	31.6%[activator]	12.5	-16.4	5.0%
9	O=c1[nH]c(=S)n(C2CC2)c(O)c1/C=N/Nc1ccccc1	x	-7.2	-11.3	-12.2%
10	C[C@H]1CCC/C=C/C2C[C@H](O)CC2[C@H](O)/C=C/C(=O)O1 (stereo not given in full)	x	x	-3.6	-3.1%
11	CNCC(O)c1cccc(OC(=O)c2ccccc2C)c1 (stereo not given)	22.4%	13.9	8.1	4.8%
12	O=c1cc(C2CCNCC2)[nH][nH]1	3.3%	2.3	1.0	3.1%
13	CC1=CC(C)C2C(=O)N(CCC[N+](C)(C)C)C(=O)C2C1 (stereo not given)	u	8.9	22.4	-4.3%
14	CCN1CCN(c2ccc(NC(=O)C(C)C)cc2Cl)CC1	13.6%	10.4	14.3	2.4%
15	O=C(O)CCCc1ccc(N(CCCl)CCCl)cc1	-11.8%	10.3	-4.5	9.8%
16	C[N+]1(C)[C@@H]2CC[C@H]1CC(OC(=O)c1c[nH]c3ccccc13)C2 (stereo not given in full)	-5.4%	7.4	x	-3.6%
17	CCOP(=S)(OCC)c1ccc(N(C)C)cc1	3.4%	11.8	29.3	-3.5%
18	Cc1oc2ccc(OC(=O)N(C)C)cc2c1C(=O)OC(C)C	3.1%	-3.4	-1.0	3.0%
19	Cc1ccc(/C=C2/C(=O)NC(=O)N(CCc3ccc(F)cc3)C2=O)s1	x	x	u	-0.9%
20	Cc1ccc(-n2c(-c3nn(C)c(C)c3Cl)n[nH]c2=S)cc1	-3.7%	u	u	-5.0%
21	O=C(Oc1ccccc1)N1CCC[C@@]2(CCN(Cc3cc(C(F)(F)F)cc(C(F)(F)F)c3)C2)C1	23.4%	x	x	5.0%
22	C=C1[C@@H]2CC[C@H]3[C@@]4(C)C[C@@H](O[C@@H]5O[C@H](CO)[C@H](OS(=O)(=O)O)[C@@H](OS(=O)(=O)O)[C@@H]5OC(=O)CC(C)C)C[C@@H](C(=O)O)[C@H]4CC[C@@]3(C2)[C@H]1O	4.1%[25.6 µM]	0.1[20.6 µM]	x	-0.7%[25.6 µM]
23	CC(O)(CS(=O)(=O)c1cccc(C(F)(F)F)c1)C(=O)Nc1ccc(C(F)(F)F)cc1 (stereo not given)	-8.5%	-4.3	19.0	-8.2%
24	O=[N+]([O-])c1ccc(F)c([N+](=O)[O-])c1	-11.9%	x	x	2.4%
25	CC1CCC(C(C)C)C(OC(=O)c2ccccc2N)C1 (stereo not given)	1.1%[0.0915 µM]	x	x	-0.4%[0.00818 µM]
26	CNc1ccc2oc(C[C@H]3O[C@]4(CC[C@H]3C)O[C@H]([C@H](C)C(=O)c3ccc[nH]3)[C@H](C)C[C@H]4C)nc2c1C(=O)O	-1.2%	8.6	x	-24.8%
27	COCCCn1c(N)c(C(=O)NCCC(C)C)c2nc3ccccc3nc21	x	-6.5	61.1	-9.3%
28	c1ccc(N2CC3(CCNCC3)C2)cc1	7.0%	x	x	-5.4%
29	O=C(COC(=O)c1ccc(O)cc1)Nc1ccc(Cl)cc1C(=O)c1ccccc1	x	1.1	18.8	2.0%
30	CNC(=S)NC1CC2CCCC(C1)N2CC(C)C (stereo not given)	-9.3%	8.8	-8.5	-1.6%
31	CCOCC(=O)NC1CCSC1=O (stereo not given)	-2.5%	-3.5	51.8	-0.3%
32	CC(C)C[C@H]1C(=O)N2CCC[C@@H]2[C@]2(O)O[C@](NC(=O)[C@H]3C=C4c5cccc6[nH]c(Br)c(c56)C[C@H]4N(C)C3)(C(C)C)C(=O)N12	-1.3%[25.6 µM]	2.2[20.6 µM]	x	-7.9%[25.6 µM]
33	CC(=O)c1c(C)n(CCCOC(C)C)c2ccc(O)cc12	5.6%	1.7	21.6	-7.7%
34	Cc1cc(OCc2nn[nH]n2)c2c3c(c(=O)oc2c1)CCC3	-2.9%	-1.0	6.4	-0.7%
35	COc1ccc(CC2C(=O)NC(=O)N(c3ccccc3)C2=O)c(OC)c1 (stereo not given)	-5.2%	0.1	24.4	-18.4%
36	O=c1[nH]c(=S)n(CCC2=CCCCC2)c(O)c1C=NCc1cccnc1	-2.6%	0.2	-26.1	10.0%
37	C=CCC1(C(C)CCC)C(=O)N=C(S)NC1=O (stereo not given)	-0.3%	x	x	-4.4%
38	C=C(C)[C@H]1[C@H]2OC(=O)[C@@H]1[C@]1(O)C[C@H]3O[C@]34C(=O)O[C@H]2[C@@]14C	1.2%[25.6 µM]	1.3[20.6 µM]	x	-2.4%[25.6 µM]
39	Cc1nc2ccc(Cl)cc2c(-c2ccccc2)c1C(=O)O	x	-21.5	u	0.7%
40	C=C1C2CCC3[C@@](CC[C@@H]4C(C(=O)O)CC(OC5OC(CO)C(OS(=O)(=O)O)C(OS(=O)(=O)O)C5OC(=O)CC(C)C)C[C@]34C)(C2)C1O (stereo not given in full)	-0.3%	x	x	21.9%
41	CCOC(=O)CC1=C(C(=O)OCC)C2(C(=O)Nc3ccccc32)C(C#N)=C(N)O1 (stereo not given)	-1.4%	-8.6	31.4	-4.4%
42	Clc1ccc(C(c2ccccc2)c2ncc[nH]2)cc1 (stereo not given)	x	x	u	4.9%
43	OC(CNC1CCCCC1)c1ccccc1 (stereo not given)	8.1%	2.0	38.6	0.5%
44	C/C(=N\N1CCN(C)CC1)c1c(O)n(Cc2ccccc2)c(=O)[nH]c1=O	x	-0.8	-12.7	1.9%
45	CCSP1(=S)N=C(N2CCOCC2)C(C#N)=C2CCCN21 (stereo not given)	8.3%	2.6	-18.0	-5.8%
46	CC(C)CC(N)C1(c2ccc(Cl)cc2)CCC1 (stereo not given)	56.9%[activator]	x	x	-9.2%
47	COc1ccc(O)c(C(C)(C)C)c1	-24.1%[0.0915 µM]	x	x	-2.3%[0.00818 µM]
48	CC(C)Sc1nnc([C@@H](N)Cc2ccccc2)o1	-4.2%	-0.1	23.8	2.7%
49	COc1cc(OC)c2c(c1)OC(c1ccc(OC)c(OC)c1)C(O)C2 (stereo not given)	5.0%	x	x	0.2%
50	NC(=O)c1cn(C2OC(CO)C(O)C2O)c2ncnc(N)c12 (stereo not given)	x	x	u	-1.6%
51	COCCCn1c(N)c(C(=O)OCCOC)c2nc3ccccc3nc21	u	0.2	19.2	-20.2%
52	COC(=O)[C@@H]1C[C@@]1(C)[C@@H](NP(=O)(c1ccccc1)c1ccccc1)c1ccccc1	-2.7%	x	37.5	3.6%&-2.5%
53	CC(=O)Nc1cc([As](=O)(O)O)ccc1O	-3.1%	x	-23.2	-3.4%&-1.8%
54	CCN(CC)S(=O)(=O)c1cc(NC(=O)C(C)N2CC=C(c3ccccc3)CC2)ccc1C (stereo not given)	x	1.5	u	-2.7%
55	Clc1ccccc1CNC1CN2CCC1CC2 (stereo not given)	x	x	u	7.9%
56	CC(C)(C)c1cc(C#N)cc(Br)c1OP(=O)(Oc1c(Br)cc(C#N)cc1C(C)(C)C)c1ccccc1	-10.9%[11.4 µM]	x	x	5.1%[11.4 µM]
57	Cc1cccc(CN2CCN(CC(=O)N3CCC4(CC3)OCCO4)C2=O)c1	4.3%	-1.5	-6.5	1.2%
58	O=C(O)c1cc2ccccc2oc1=O	-1.7%	6.4	26.0	2.8%
59	CC(C)[C@@]1(NC(=O)[C@@H]2C[C@H]3c4cccc5[nH]cc(c45)C[C@@H]3N(C)C2)O[C@]2(O)[C@H]3CCCN3C(=O)CN2C1=O	2.3%[25.6 µM]	-1.4[20.6 µM]	x	-5.0%[25.6 µM]
60	Cc1[nH]c2ccccc2c1CN(C)C	-11.4%	x	x	-4.3%

A portion from further up, for reference:
No.	smiles	ALOX15B inhib	IMPase inh	PNC inhibitor	ALOX12 inhib
59	CC(C)[C@@]1(NC(=O)[C@@H]2C[C@H]3c4cccc5[nH]cc(c45)C[C@@H]3N(C)C2)O[C@]2(O)[C@H]3CCCN3C(=O)CN2C1=O	2.3%[25.6 µM]	-1.4[20.6 µM]	x	-5.0%[25.6 µM]
60	Cc1[nH]c2ccccc2c1CN(C)C	-11.4%	x	x	-4.3%

Remaining list, next part.
No.	smiles	ALOX15B inhib	IMPase inh	PNC inhibitor	ALOX12 inhib
61	CC1(C)OC1COc1c2occc2cc2ccc(=O)oc12 (stereo not given)	x	x	6.4	0.6%
62	N[C@@H](CP(=O)(O)O)C(=O)O	-5.9%[11.4 µM]	x	x	-3.0%[11.4 µM]
63	CC(=O)Nc1cc(C(=O)N2CCC3(CC2)OCCO3)ccc1S(=O)(=O)c1ccc(C)cc1	-0.4%	6.6	109.4	4.4%
64	CC1(C)COC(Nc2ccc(Cl)cc2)=N1	22.6%	8.0	-10.9	0.7%
65	CCOP(=O)(OCC)C(NC(=O)c1ccccc1)=C(Cl)Cl	x	11.6	35.5	-1.1%
66	O=C1NC(=O)N(c2ccc(Cl)cc2)C(=O)/C1=C\c1ccc(Sc2nc3ccccc3[nH]2)o1	x	x	18.0	-28.4%
67	CN(C)C(=O)Oc1ccc(OCc2nc3ccccc3[nH]2)cc1	x	x	u	4.0%
68	C[C@@H](Cc1ccc(OCC(=O)O)cc1)NC[C@H](O)c1cccc(Cl)c1	7.8%&-2.5%	7.8&9.5	x	-1.8%&-3.5%
69	O=[N+]([O-])c1ccc(N2CCCC2)cc1N/N=C1\CN2CCC1CC2	x	x	9.7	-6.0%
70	C=CCc1cc(C=C2C(=O)N(C)C(=O)N(C)C2=O)cc(OCC)c1OCc1ccccc1	x	x	-113.8*	-5.2%
71	CCN1C[C@]2(COC)C(O)C[C@H](OC)[C@@]34C5C[C@]6(O)C(OC)C(O)[C@](OC(C)=O)(C5C6OC(=O)c5ccccc5)C(C(OC)C23)C14 (stereo not given in full)	5.2%	x	x	-2.5%
72	CCC(C)C1O[C@]2(C=CC1C)CC1CC(C/C=C(\C)[C@H](OC3CC(OC)C(O[C@H]4CC(OC)[C@@H](O)C(C)O4)C(C)O3)[C@@H](C)/C=C/C=C3\COC4C(O)C(C)=C[C@H](C(=O)O1)[C@@]34O)O2 (stereo not given in full)	-8.6%	x	x	-1.7%
73	C[N+](C)(C)CCOC(=O)CBr	7.3%	3.5	x	-2.8%
74	Nc1ccnn1C1CCNCC1	-4.4%	20.8	13.7	9.6%
75	COc1cc(OC)c(OC)cc1C=O	-3.7%	x	x	3.6%

Screens from PubChem BioAssay.

A portion of the library; the hit share may differ from the screen's.
